# Rpn11 inh = blocks the human proteasome subunit Rpn11 | hit rate 0.59% among 360,000 | calls only at 20 µM | human 26S proteasome, Ub4-pepOG fluorescence polarization; 20S core pre-blocked with epoxomicin | O00487;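 active means inhibition at 20 µM, scaled to each plate's controls, above about 33%, limit read from the data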
# LMPTP block = blocks human LMPTP phosphatase | recombinant LMPTP-A, OMFP fluorogenic substrate, fluorescence intensity | AID 651560 | inhibition, % at 20 µM | hit rate 0.22% among 360,000;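 active means compounds that cut the enzyme signal by at least half of the control window in the single-dose screen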;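 further: plate controls were DMSO wells with enzyme plus substrate for no effect and substrate without enzyme for full effect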
#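 Buffer or medium: Bis-Tris pH 6.0, DTT, detergent; Assay system: LMPTP-A enzyme; Quantity: 0.625 nM enzyme; Detection: endpoint fluorescence intensity; Times: 50 min dark incubation at room temperature; Controls: substrate-only low control, DMSO enzyme-plus-substrate high control; Doses: single 20 µM dose; Read-out: percent inhibition versus substrate-only and uninhibited controls; Reagent: 400 µM OMFP.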
# DNMT1 block = inhibitors of human DNMT1 | DNMT1 molecular beacon, Hinp1I cleavage, fluorescence | P26358 | AID 588458 | inhibition (reported as % activation of signal), % at 10 µM | hit rate 0.83% among 360,000; in the data active means inhibition above about 50%
# Target sequence (P26358 504-1616 limits assumed): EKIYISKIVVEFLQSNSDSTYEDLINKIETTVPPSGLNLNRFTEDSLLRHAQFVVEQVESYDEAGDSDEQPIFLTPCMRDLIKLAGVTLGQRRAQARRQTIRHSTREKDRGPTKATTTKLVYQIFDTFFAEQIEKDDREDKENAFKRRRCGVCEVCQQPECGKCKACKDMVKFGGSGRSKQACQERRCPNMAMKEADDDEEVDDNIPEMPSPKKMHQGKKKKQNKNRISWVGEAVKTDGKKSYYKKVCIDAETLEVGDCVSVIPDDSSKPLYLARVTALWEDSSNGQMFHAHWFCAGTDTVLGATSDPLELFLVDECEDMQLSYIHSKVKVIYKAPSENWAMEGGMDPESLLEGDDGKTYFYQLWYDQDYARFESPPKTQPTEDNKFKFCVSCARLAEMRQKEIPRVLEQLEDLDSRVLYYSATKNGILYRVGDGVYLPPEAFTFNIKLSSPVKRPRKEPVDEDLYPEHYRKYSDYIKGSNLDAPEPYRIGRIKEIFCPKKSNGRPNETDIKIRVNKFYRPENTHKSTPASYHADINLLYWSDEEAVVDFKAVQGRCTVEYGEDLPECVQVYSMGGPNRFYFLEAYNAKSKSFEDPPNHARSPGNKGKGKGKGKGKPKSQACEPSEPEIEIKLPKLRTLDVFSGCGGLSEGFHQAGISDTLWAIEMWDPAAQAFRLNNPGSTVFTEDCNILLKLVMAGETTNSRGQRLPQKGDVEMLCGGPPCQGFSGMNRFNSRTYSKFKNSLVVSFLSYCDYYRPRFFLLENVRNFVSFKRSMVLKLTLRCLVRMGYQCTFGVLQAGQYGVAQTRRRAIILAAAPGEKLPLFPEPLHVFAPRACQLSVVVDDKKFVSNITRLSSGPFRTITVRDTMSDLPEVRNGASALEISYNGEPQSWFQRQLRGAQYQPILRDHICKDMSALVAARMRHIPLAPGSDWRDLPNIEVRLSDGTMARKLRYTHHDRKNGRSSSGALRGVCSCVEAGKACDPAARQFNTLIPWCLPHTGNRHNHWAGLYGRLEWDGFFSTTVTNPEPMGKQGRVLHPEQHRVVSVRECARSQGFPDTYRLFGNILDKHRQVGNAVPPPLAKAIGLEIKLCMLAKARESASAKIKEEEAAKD
# Tb MetRS inh = blocks T. brucei methionyl-tRNA synthetase activity; purified T. brucei MetRS, ATP depletion, Kinase-Glo luminescence; inhibition, % at 11.9 µM; hit rate 0.4% among 360,000;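 active means inhibition above a per-plate cutoff of the control wells' mean inhibition plus 3 SD, cut at about 5.5% in these data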;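 further: 0% = DMSO wells median and 100% = median of wells with control inhibitor compound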
#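 Material: T. brucei methionyl-tRNA synthetase, purified; reagent: substrates ATP, L-methionine and bulk Escherichia coli tRNA; dosing: 11.9 µM single point; timing: 15 min plus 2 h at 25 °C; detection: luminescence of leftover ATP; evaluation: % inhibition; control set: DMSO-only wells as low control; replicates: singlicate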
# NadD block = NadD (S. aureus) enzyme inhibition; purified NadD enzyme, colorimetric absorbance read-out; inhibition, % at 20 µM; hit rate 0.78% among 360,000; in the data active means inhibition above about 26%; further: some compounds past the cut are filed as inactive
# SUMO1-SIM PPI = SUMO1-SIM interaction modulation. SUMO1 binding to a labelled peptide, TR-FRET, 1 h. inhibition, % at 20 µM. hit rate 0.33% among 360,000; in the data active means inhibition above about 37%
# MLLE-PAM2 inh = inhibitors of microRNA-mediated deadenylation, human PABP1 MLLE binding; GST-MLLE / FITC-PAM2 fluorescence polarization; inhibition, % at 20 µM; hit rate 0.36% among 360,000; in the data active means inhibition above about 35%, passing the limit was not always enough;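 further: plate controls were DMSO wells with GST-MLLE for no effect and wells lacking GST-MLLE protein for full effect; some results filed as inactive read as strong as hits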
# STEP block = blocks human striatal-enriched tyrosine phosphatase; AID 588621; hit rate 0.25% among 360,000; inhibition, % at 20 µM; recombinant STEP, OMFP fluorogenic substrate, fluorescence; P54829;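 active means inhibition at 20 µM, scaled per plate between control wells, above about 37%, limit read from the data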;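 further: 0% = DMSO with enzyme and substrate and 100% = substrate only without enzyme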
#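 System: STEP phosphatase, cell-free reaction; Buffer or medium: Bis-Tris pH 6.0 buffer with DTT, detergent; Incubation: 20 min at room temperature, dark; Measured by: fluorescence, 480/540 nm.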
# Scp-1 inhibitor = Scp-1 (human) phosphatase inhibition | Q9GZU7 | Recombinant Scp1, phosphopeptide, malachite green phosphate absorbance | inhibition, % at 20 µM | hit rate 0.88% among 340,000;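 active means inhibition above about 50% at 20 µM, limit read from the data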;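 further: plate controls were DMSO wells with enzyme for no effect and wells lacking enzyme for full effect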
#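 System: truncated SCP-1 phosphatase (76-261aa); medium: Tris acetate buffer pH 5.5 with MgCl2 and Tween-20; incubation: 45 min room-temperature reaction, 5 min colour, 30 min stabiliser; compound: single 20 µM dose, 1% DMSO; reagent: Phosphorylated 17-residue peptide substrate; read-out: % inhibition at 20 µM; technique: colorimetric free-phosphate detection, absorbance 630 nm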
# CSN deneddyl inh = CSN deneddylation inhibition; hit rate 0.38% among 360,000; inhibition, % at 12.5 µM; Purified CSN, SCF-Nedd8-OG deneddylation, fluorescence polarization; Q92905;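 active means pattern-corrected inhibition above about 35%, with an unprinted fluorescence ratio check between 0.5 and 1.5, limit read from the data, passing the limit was not always enough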;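 further: 0% = enzyme with substrate and 100% = substrate without enzyme; some results filed as inactive read as strong as hits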
#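 Detection – fluorescence polarization · System – HEK293T-derived human Csn5 enzyme · Controls – substrate-only high control, full reaction low control · Timing – 90 min, room temperature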
# * marks the source's active call; other numbers are inactive results; i = inactive; / = not tested or not shown; + = active, no number. The list is partial; rates above refer to the full screens.
SMILES,Rpn11 inh,LMPTP block,DNMT1 block,Tb MetRS inh,NadD block,SUMO1-SIM PPI,MLLE-PAM2 inh,STEP block,Scp-1 inhibitor,CSN deneddyl inh
COC(=O)C1(C(=O)O)Cc2cc([N+](=O)[O-])ccc2N2CCCC21 (stereo not given),i,2.8,-4,-0.8,-6,-54,-23,3,-10,10
Cn1c(=O)cc(OCC(=O)N2CCN(C3CCCCC3)CC2)c2ccccc21,i,-0.9,0,-0.2,-2,-3,26,0,-4,-2
CN1C(=O)N(C)C(=O)C2(Cc3cc(NC(=O)c4ccc(F)cc4)ccc3N3CCCC32)C1=O (stereo not given),i,0.1,-27,0.0,4,9,-29,-5,-5,8
COc1ccc(C)cc1NC1=NCCCS1,i,2.0,1,-1.1,-1,-2,-9,-3,3,-2
S=C(NCCc1ccccc1)NCCc1cnc[nH]1,i,-8.7,-1,-0.1,-2,-2,-9,1,-4,4
C[N+](C)(C)c1ccccc1,i,-0.9,-1,-0.4,3,0,-124,-3,52*,-3
O=C(NCCCn1ccnc1)C(Cl)(Cl)Cl,i,-4.4,1,-0.6,-3,3,-9,-2,-1,2
C[C@]12CCC3C(CC[C@H]4C[C@@H](O)CC[C@]34C)C1[C@H]1CN=N[C@H]1[C@@H]2O (stereo not given in full),i,-1.4,-2,-0.4,2,2,2,1,-4,2
O=C1NC(=O)N(CCC2=CCCCC2)C(=O)/C1=C\c1cccs1,i,1.7,42,-0.2,27,11,4,4,18,11
C[C@]12CC[C@@H](O)CC1=CCC1C2CC[C@@]2(C)C1CC[C@@H]2O (stereo not given in full),i,0.1,2,-0.3,7,0,1,0,/,-6
CC12CN3CC(C)(CN(C1)C31CCSCC1)C2=O,i,0.9,-1,0.0,-7,3,-8,-2,-3,1
CN1CCN(c2nc3ccccn3c(=O)c2C=C2C(=O)N(C)C(=O)N(C)C2=O)CC1,i,-2.6,-5,0.1,4,-4,2,-2,-7,10
CN(C)C(=O)Oc1c(Cl)cc(Cl)c2cccnc12,i,-0.6,0,3.3,-2,-7,-1,0,-1,1
O=C(C1CCC(=O)N1Cc1ccc(F)cc1)N1CCC2(CC1)OCCO2 (stereo not given),i,0.4,5,-0.5,5,7,7,6,3,-6
CCCC(C)C1(CC)C(=O)NC(=Nc2ccccc2OC)NC1=O (stereo not given),i,-1.8,-2,-0.8,-11,-1,6,2,43,-4
COC12CCC3(CC1C(C)(O)C(C)(C)C)[C@H]1Cc4ccc(OC5OC(C(=O)O)[C@@H](O)C(O)[C@H]5O)c5c4[C@@]3(CCN1CC1CC1)C2O5 (stereo not given in full),i,1.4,2,-1.5,2,1,1,3,-1,-1
Cc1nn(Cc2ccccc2)c(C)c1C(=O)NC1CCCc2ccccc21 (stereo not given),i,-0.1,1,-0.9,-1,0,2,-8,-4,-1
N#Cc1ccc(/C=C/C(=O)O)cc1,i,-0.9,3,-0.8,-2,-5,2,-1,-6,7
c1ccc(-c2ccncc2)cc1,i,-0.8,-1,1.1,2,3,2,-2,-10,-3
CC(=NCC1CCCO1)c1c(O)n(C)c(=O)n(C)c1=O (stereo not given),i,-0.4,-2,-0.2,3,1,7,1,-4,-4
CN(C)C(CNC(=O)Cc1c(Cl)cccc1Cl)c1ccccc1 (stereo not given),i,2.3,5,-1.1,-3,2,-21,-1,3,1
O=[N+]([O-])c1ccc(NC2CCCC2)c2ccncc12,i,4.7,-9,-0.9,5,-40,-11,2,-3,4
NCCCCCC(=O)OC1N=C(c2ccccc2Cl)c2cc(Br)ccc2NC1=O (stereo not given),i,-0.7,1,-1.4,-6,2,12,-2,10,3
CNC(C(=O)c1ccccc1)C(OC(C)C)c1ccc(Cl)cc1 (stereo not given),i,-2.9,-1,-1.3,-5,-4,3,1,-2,0

# 8 entries already listed, sorted by count of non-hydrogen atoms, largest number first:
SMILES,Rpn11 inh,LMPTP block,DNMT1 block,Tb MetRS inh,NadD block,SUMO1-SIM PPI,MLLE-PAM2 inh,STEP block,Scp-1 inhibitor,CSN deneddyl inh
COC12CCC3(CC1C(C)(O)C(C)(C)C)[C@H]1Cc4ccc(OC5OC(C(=O)O)[C@@H](O)C(O)[C@H]5O)c5c4[C@@]3(CCN1CC1CC1)C2O5 (stereo not given in full),i,1.4,2,-1.5,2,1,1,3,-1,-1
NCCCCCC(=O)OC1N=C(c2ccccc2Cl)c2cc(Br)ccc2NC1=O (stereo not given),i,-0.7,1,-1.4,-6,2,12,-2,10,3
Cc1nn(Cc2ccccc2)c(C)c1C(=O)NC1CCCc2ccccc21 (stereo not given),i,-0.1,1,-0.9,-1,0,2,-8,-4,-1
O=C(C1CCC(=O)N1Cc1ccc(F)cc1)N1CCC2(CC1)OCCO2 (stereo not given),i,0.4,5,-0.5,5,7,7,6,3,-6
CN(C)C(CNC(=O)Cc1c(Cl)cccc1Cl)c1ccccc1 (stereo not given),i,2.3,5,-1.1,-3,2,-21,-1,3,1
O=[N+]([O-])c1ccc(NC2CCCC2)c2ccncc12,i,4.7,-9,-0.9,5,-40,-11,2,-3,4
CN(C)C(=O)Oc1c(Cl)cc(Cl)c2cccnc12,i,-0.6,0,3.3,-2,-7,-1,0,-1,1
N#Cc1ccc(/C=C/C(=O)O)cc1,i,-0.9,3,-0.8,-2,-5,2,-1,-6,7

# Other records.
SMILES,Rpn11 inh,LMPTP block,DNMT1 block,Tb MetRS inh,NadD block,SUMO1-SIM PPI,MLLE-PAM2 inh,STEP block,Scp-1 inhibitor,CSN deneddyl inh
Cc1cccc(OCCn2cccc2/C=C2/C(=O)NC(=O)N(Cc3ccco3)C2=O)c1,i,4.2,60*,0.3,3,12,-27,2,10,43
COc1ccc(CNCCc2c[nH]c3ccccc23)c(OC)c1OC,i,-1.8,-2,-0.5,-4,2,5,1,-2,5
C[C@]12CC[C@@H](O)C[C@@H]1CC[C@@H]1[C@@H]2CC[C@]2(C)C(=O)[C@H](O)C[C@@H]12,i,-0.8,1,-0.1,-3,5,10,0,/,2
CC12CN3CN(C1)CC(c1ccccc1)(C3)C2=O,i,-3.8,2,0.3,3,-3,-3,1,-7,5
O=c1[nH]c2ccccc2o1,i,0.0,-2,-2.3,-6,1,-16,0,15,1
C[C@@H]1C(=O)O[C@@H]2[C@H](O)C34[C@@H]5OC(=O)C3(O[C@H]3OC(=O)[C@H](O)C34[C@H](C(C)(C)C)[C@H]5O)[C@@]12O (stereo not given in full),i,1.3,6,-0.6,1,-32,4,1,2,-3
COP(=O)(CC(=O)O)c1ccccc1 (stereo not given),i,-1.8,1,-0.1,6,1,-5,0,-8,6
CCC(=O)Nc1ccc(N2CCN(CC)CC2)c(Cl)c1,i,0.2,2,0.4,-4,2,-10,12,1,-2
C[C@]12CC[C@H](O)CC1C(=O)CC1C2CC[C@@]2(C)C1CC[C@@H]2O (stereo not given in full),i,-1.3,4,0.2,2,0,-5,0,0,1
CN(C)C(=O)Oc1cccc(NC(=O)c2ccccc2C(F)(F)F)c1,i,1.0,3,-1.1,-3,1,3,1,-6,0
N#CCCn1cc(C(=O)Nc2ccc([N+](=O)[O-])cc2)c(-c2ccc3c(c2)OCCO3)n1,i,-1.3,-4,-0.6,-2,-18,10,-2,-5,-6
COc1ccc(CCNCc2ccc(Br)cc2)cc1OC,i,-0.7,-2,-0.5,-6,1,8,0,-7,-4
COc1ccc(C(O)P(=O)(Oc2ccccc2)Oc2ccccc2)cc1 (stereo not given),i,-1.2,-17,-1.1,-6,-1,12,-4,-3,3
Oc1ccccc1Cl,i,-1.3,2,-0.5,-1,8,7,-2,-1,1
COC(=O)C1=C(c2ccc(F)cc2F)C[C@@H]2CC[C@H]1N2C(=O)NC1Cc2ccccc2C1,i,-0.7,-3,-0.4,-10,-1,5,0,-4,-1
CNC(=O)Oc1ccc2c(c1)C(=O)c1ccccc1CO2,+,-0.5,1,-0.8,-2,-18,-4,3,-6,-3
CC1(C)C(=O)CC[C@@]2(C)C1=CCC1C2CC[C@]2(C)C(=O)CCC12 (stereo not given in full),i,0.9,3,0.0,-5,-7,9,2,-7,2
CCCc1nnc(NC(=O)CCC(=O)N2CCC3(CC2)OCCO3)s1,i,-5.3,0,0.4,3,1,-6,-1,-11,-8
COc1cccc(-c2sc3ccccc3c2-c2ccc(OCCN3CCOCC3)cc2)c1,i,4.1,-17,-0.3,-7,-2,3,0,0,-1
Cc1cc(N(CCCl)CCCl)ccc1/C=N/N=C(\N)c1cnccn1,i,1.7,-7,-0.4,-5,-24,-5,2,-17,2
CCN1CCN(C(=O)COc2ccc3oc4c(c3c2)CCCC4)CC1,i,0.2,-3,-0.5,-4,-1,-8,4,-6,2
COC(=O)C1=C(c2cc3ccccc3o2)C[C@@H]2CC[C@H]1N2C(=O)N1CCCC1,i,-0.6,-1,-0.2,1,9,-1,0,-5,-4
C[C@@H]1CC2C3CC=C4C[C@@H](O)CC[C@]4(C)C3CC[C@]2(C)[C@H]1O (stereo not given in full),i,-0.9,-6,0.0,-1,2,12,-1,-7,0
COC(=O)C1=C(c2cc3ccccc3s2)C[C@@H]2CC[C@H]1N2C(=O)NCCS(C)=O (stereo not given in full),i,0.8,2,-0.1,3,0,-1,2,-7,5
CCC1=Nc2cc(C(=O)N3CCC4(CC3)OCCO4)ccc2Sc2ccc(C)cc21,i,0.9,-4,0.1,0,1,-2,2,-4,-4
O=C(NCc1cccnc1)NC1CCCCC1,i,-1.4,0,-0.7,0,2,-4,1,-8,4
CCCNC(=O)c1c(N)n(Cc2ccc3c(c2)OCO3)c2nc3ccccc3nc12,i,2.9,-10,0.7,10,-2,-23,1,-6,18
Cc1cc(N2CCCCC2)ccc1C=C1C(=O)N(C)C(=S)N(C)C1=O,i,0.3,-4,-0.6,5,15,-27,1,-3,7
Cc1ccc(CN2CCN(Cc3ccccc3F)CC2)cc1,i,0.2,1,-0.5,0,-3,-5,0,-2,-1
CCOCCCn1c(N)c(C(=O)Nc2sc3c(c2C(=O)OC)CCCC3)c2nc3ccccc3nc21,i,3.3,15,8.3*,1,36,-2,-1,-4,52*
Cc1cc(OC(=O)N(C)C)nc(SCc2c(Cl)cccc2Cl)n1,i,0.8,-1,-1.2,-4,7,1,-4,-8,0
Cc1nonc1OCCNc1ccc([N+](=O)[O-])c2cccnc12,i,2.6,-5,0.1,-5,-19,7,4,-8,-17

# From PubChem
